High-throughput results from PubChem BioAssay.
Lung fibro prol = blocks proliferation of human lung fibroblasts; LL 47 human lung fibroblast viability, ATP luminescence; stronger effect = lower value; viability, % at 10 µM; hit rate 1.1% among 85,000; AID 719;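 active means viability at or below 50% in the single dose screen; inactive means viability above 50%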;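 further: compound exposure lasted 72 h before the ATP readout; 100% = median luminescence of untreated cell-only wells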
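test system = LL 47 human lung fibroblasts | amount = 1,150 fibroblasts seeded per well | medium = 15% FBS in IMEM | times = overnight cell rest, 72 h compound treatment at 37 °C | measured by = CellTiter-Glo luminescence measuring cellular ATP | read-out = viability percentage against median untreated-cell control | benchmarks = cell-only wells, no compound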
H69AR growth 86K = growth inhibitors of human H69AR lung tumor cells | viability, % at 10 µM | hit rate 6% among 85,000 | AID 598 | H69AR lung tumor viability, ATP luminescence, 72 h; stronger effect = lower value;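 active means viability at or below 40%; inactive means viability above 40%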;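 further: multidrug resistant small cell line overexpressing MRP-1 efflux transporter; 100% = mean luminescence of untreated control wells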
ERa SRC1 pot = enhances coactivator binding to human estrogen receptor alpha. coactivator binding (% of control), % at 25.6 µM. TR-FRET ERalpha-LBD/SRC-Cy5 coactivator binding, 2 h; 100 = basal binding, no effect. AID 639. hit rate 1.3% among 86,000. P03372; in the data active means activity above about 200%;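 further: binding measured in presence of low estradiol as agonist stimulus; 0% = peptide alone without receptor and 100% = receptor with peptide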
Target sequence (P03372 whole entry, looked up, the tested form may be a part): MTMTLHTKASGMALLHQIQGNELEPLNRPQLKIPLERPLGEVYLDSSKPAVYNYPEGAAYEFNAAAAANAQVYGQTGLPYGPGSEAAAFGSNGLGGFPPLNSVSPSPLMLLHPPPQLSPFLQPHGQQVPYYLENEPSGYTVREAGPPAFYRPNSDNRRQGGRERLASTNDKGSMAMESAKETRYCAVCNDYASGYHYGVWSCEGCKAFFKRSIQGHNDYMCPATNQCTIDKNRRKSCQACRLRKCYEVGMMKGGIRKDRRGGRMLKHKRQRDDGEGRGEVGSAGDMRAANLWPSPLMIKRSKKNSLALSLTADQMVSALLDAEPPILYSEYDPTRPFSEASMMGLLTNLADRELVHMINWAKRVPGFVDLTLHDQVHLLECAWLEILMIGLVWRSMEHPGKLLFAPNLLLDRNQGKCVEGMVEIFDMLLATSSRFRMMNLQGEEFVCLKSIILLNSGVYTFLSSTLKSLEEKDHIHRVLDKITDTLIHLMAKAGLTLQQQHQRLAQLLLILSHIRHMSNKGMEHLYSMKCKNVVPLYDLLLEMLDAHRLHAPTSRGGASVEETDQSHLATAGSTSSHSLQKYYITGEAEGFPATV
HUVEC prolif 384 = human endothelial cell proliferation inhibition; HUVEC proliferation, CellTiter-Glo luminescence, 72 h; stronger effect = lower value; viability, % at 10 µM (by protocol); hit rate 1.1% among 86,000; AID 648;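 active means viability at or below 30%; inactive means viability above 30%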;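 further: 100% = median luminescence of DMSO-only cell control wells on each plate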
Smad3 FoxH1 inh = Smad3 (human) transcription factor binding inhibition | P84022 | TR-FRET Smad3/Dy647-FoxH1 peptide binding, europium anti-His | inhibition, % at 25 µM | hit rate 0.29% among 88,000;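 active means compounds that reduce the energy-transfer binding signal between the protein and its labelled peptide by more than half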;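 further: 0% = Smad3 plus labelled peptide maximal FRET and 100% = peptide-only background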
ERa SRC1 inh = blocks coactivator binding to human estrogen receptor alpha; TR-FRET ER-alpha LBD / SRC-1 peptide, estradiol-bound; inhibition, % at 25.6 µM; hit rate 1.7% among 86,000; in the data active means inhibition above about 50%;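 further: 0% = receptor plus peptide control and 100% = peptide only without receptor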
ERb coact inh = ER-beta (human) coactivator binding inhibition. Q92731. TR-FRET ER-beta LBD / SRC1-Cy5 peptide binding; receptor agonist-loaded with 1 µM estradiol. inhibition, % at 25.6 µM. hit rate 1.3% among 86,000;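 active means compounds whose percent inhibition of the receptor-coactivator binding signal exceeds about 50% in the single-dose screen, limit read from the data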;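 further: 0% = receptor plus peptide wells without compound and 100% = peptide-only wells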
Target sequence (Q92731 whole entry, looked up, the tested form may be a part): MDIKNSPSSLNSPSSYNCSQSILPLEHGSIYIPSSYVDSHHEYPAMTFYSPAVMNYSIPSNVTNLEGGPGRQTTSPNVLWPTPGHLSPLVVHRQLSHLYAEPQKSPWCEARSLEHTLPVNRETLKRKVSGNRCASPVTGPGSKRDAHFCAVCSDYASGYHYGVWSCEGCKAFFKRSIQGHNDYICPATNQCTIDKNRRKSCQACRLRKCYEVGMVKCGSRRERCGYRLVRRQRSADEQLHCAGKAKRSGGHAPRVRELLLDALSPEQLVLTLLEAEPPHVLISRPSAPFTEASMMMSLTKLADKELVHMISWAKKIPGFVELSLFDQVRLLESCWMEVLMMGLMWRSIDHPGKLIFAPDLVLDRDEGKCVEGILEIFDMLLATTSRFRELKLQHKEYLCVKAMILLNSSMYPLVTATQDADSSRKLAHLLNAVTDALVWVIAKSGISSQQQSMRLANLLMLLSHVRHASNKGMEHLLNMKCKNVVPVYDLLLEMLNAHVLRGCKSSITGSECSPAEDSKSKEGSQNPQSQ
CD11b adhes enh = CD11b/CD18-fibrinogen binding enhancement; P05107+P11215; K562 CD11b/CD18 adhesion to fibrinogen, ATPlite luminescence; activation, % at 10 µM; hit rate 0.07% among 93,000;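 active means 10 µM primary screen giving 50% or more activity, confirmed by 40% or more on retest at that dose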; further: strong numbers were not always called active
MT1-MMP txn act = activates MT1-MMP transcription | HT1080 MT1-MMP promoter luciferase reporter, luminescence, overnight; stronger effect = higher value | activation factor at 10 µM | hit rate 0.16% among 86,000 | AID 750;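 active means activation factor of at least 2 for MT1-MMP transcription at 10 µM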
Active calls of the source: *; . = no result given; [ ] = dose if it differs, or a comment.

SMILES	Lung fibro prol	H69AR growth 86K	ERa SRC1 pot	HUVEC prolif 384	Smad3 FoxH1 inh	ERa SRC1 inh	ERb coact inh	CD11b adhes enh	MT1-MMP txn act
CCN(CC)S(=O)(=O)c1ccc2[nH]cc(C(=O)NCCC3=CCCCC3)c(=O)c2c1	82	8.5*	126	53	6	15	7	-7	1.1
CC(C)C(=O)Nc1ccc(NC(=O)c2cccs2)cn1	102	90	110[fluorescence artefact?]	93	1	-3	-9	0	1.6
Cc1ccc2nsnc2c1S(=O)(=O)NC1CC1	101	102	98[fluorescence artefact?]	93	-2	33	8[fluorescence artefact?]	.	1
Cc1cc(N2CCN(c3ccccn3)CC2)n2c(nc3ccccc32)c1C#N	93	77	117[fluorescence artefact?]	81	4	-5	-7	0	1.2
COC(=O)n1c(=O)oc2cc(S(=O)(=O)N3CCCCC3)ccc21	106	87	95	109	2	1[fluorescence artefact?]	-6[fluorescence artefact?]	1	1.1
COC(=O)c1cccc(-n2cnnn2)c1	101	89	102	96	-7	-11	-11	.	1
Cc1cc(Cl)c(S(=O)(=O)NCC2CCCO2)cc1OCC(N)=O (centres undefined)	106	90	102	100	8[fluorescence artefact?]	-5	-4	-1	1
COC(=O)Nc1ccc(OCc2ccccc2)cc1	102	100	109	110	-2	-8	-8	2	1.2
CCN1CCN(c2nc(-c3ccccn3)nc3ccccc23)CC1	87	62	95	90	10	13	-7	.	1.3
CCC(=O)N1CCN(c2ccc(NC(=O)c3ccco3)cc2)CC1	93	99	115	87	5	-6	7	-6	1.2
COC(=O)C(C)Sc1n[nH]c(=S)s1 (centres undefined)	97	94	102	86	0	-4	-9	2	1
Cc1nc(NC(C)C)c2oc3ccccc3c2n1	98	87	108	100	4	-18	-26[fluorescence artefact?]	-3	1
COc1ccc(C(=O)Oc2cccnc2)cc1	94	106	104[fluorescence artefact?]	102	-2	8	5	0	1.1
CCCn1c(SCC(=O)Nc2ccc(OCC)cc2)nnc1C(C)C	103	81	100	96	1	5	-5	.	1.2
CCSc1nnc2c(n1)OC=Nc1ccc(Br)cc1-2	102	89	118[fluorescence artefact?]	101	12	-4	-4	5	1.1
CSc1ccccc1NC(=O)COc1ccc(S(=O)(=O)N2CCCC2)cc1	98	78	90	94	9	19	-2	-1	1.1
CC(C)C(=O)c1cn(CC(=O)NCc2ccco2)c2ccccc12	96	78	105	91	-17	-28	-3	.	1.3
Cc1ccc(S(=O)(=O)Oc2ccc(C(c3c(C)[nH][nH]c3=O)c3c(C)[nH][nH]c3=O)cc2)cc1	102	99	64	90	4	2	-2	-2	1.1
CCc1ccccc1NC(=O)c1cc(-c2cccc(O)c2)on1	98	85	114	102	-7	-5	-3	-2	1.2
Cc1ccccc1CN1CCN(S(C)(=O)=O)CC1	.	93	100	101	3	-7	-4	.	1.1
Cc1ccc(C(=O)N(CC(=O)NC2CCCC2)Cc2cccs2)s1	89	87	114[fluorescence artefact?]	98	13[fluorescence artefact?]	-5	-8[fluorescence artefact?]	0	1.2
COc1ccccc1NC(=S)NCc1ccco1	105	96	105	108	3	-6	-5	2	1.2
CCOC(=O)C1=C(CC)OC(N)=C(C#N)C1c1cccs1 (centres undefined)	101	96	84	96	0	0	-9	-3	.
O=C(CSc1oc(-c2ccco2)nc1S(=O)(=O)c1ccc(Cl)cc1)NCC1CCCO1 (centres undefined)	98	89	44[fluorescence artefact?]	114	-9	54*[fluorescence artefact?]	43	-4	.
CCC(=O)N1CCN(C(C)=O)C1c1ccccc1 (centres undefined)	107	99	95	95	16[fluorescence artefact?]	2[fluorescence artefact?]	0[fluorescence artefact?]	2	1.2
CCC(C)N(C(=O)c1csnn1)C(C(=O)NCc1ccc(F)cc1)c1ccco1 (centres undefined)	101	94	120	102	-11	-6	0	-4	1.1
O=c1c2ccccc2nc2c3ccccc3c(NCc3ccco3)nn12	94	74	78	82	24[fluorescence artefact?]	16	15	-2	1
CCOC(=O)c1c(C)n(C)c2ccc(OCC(O)CN3CCN(C)CC3)cc12 (centres undefined)	102	102	116	103	-15	-4	1	5	1.1
COCCOC(=O)C1=C(N)OC2=C(C(=O)CC(C)(C)C2)C1c1cccnc1 (centres undefined)	105	89	110	107	-4	-1[fluorescence artefact?]	1[fluorescence artefact?]	-4	1.2
CC(=O)c1ccc(NS(=O)(=O)c2ccc(CC(C)C)cc2)cc1	94	95	69	90	5	16	3	-1	1.2
Cc1ccc(N(C(=O)Cn2nnc(-c3ccc(C)o3)n2)C(C(=O)NC2CCCC2)c2ccco2)cc1 (centres undefined)	61	.	105[fluorescence artefact?]	48	-5	4	4	3	1.2
CC1=NC(C)Cc2ccccc21 (centres undefined)	92	90	118	93	8	-1	-8[fluorescence artefact?]	2	1
[N-]=[N+]=CC(=O)CNC(=O)[C@@H](Cc1ccccc1)N1C(=O)c2ccccc2C1=O	108	102	104	100	10	-2[fluorescence artefact?]	-8	2	1
Cc1ccc(C(=O)c2coc3ccc(O)c(CN4CCN(C)CC4)c23)cc1	89	87	97	87	-8	5	0	1	1.3
COc1ccccc1-n1c(=O)[nH]c2c(C(N)=O)nc(-c3cccnc3)nc21	76	47	94	81	6[fluorescence artefact?]	6	1	.	1
COCCCNC(=O)Cc1ccccc1OC	104	100	120[fluorescence artefact?]	99	-4	3[fluorescence artefact?]	5[fluorescence artefact?]	-1	1.1
O=C(OC1CCCCC1=O)c1cccc(S(=O)(=O)NCc2ccccc2)c1 (centres undefined)	96	68	97	99	2	4	4[fluorescence artefact?]	0	1.2
COc1ccc(NC(=O)c2cc3ccccn3n2)cc1	95	92	131	99	1	-7	-10	1	.
CC(=O)NC1(C(F)(F)F)C(=O)NC(C)=C1C#N (centres undefined)	102	83	117[fluorescence artefact?]	97	0	-5	-4	-2	1.3
Nc1nonc1-c1nc2ccccc2[nH]1	99	89	105	98	-9	-14	-20	0	1.1
CCCS(=O)(=O)N1CCCC(C(=O)N2CCC(Cc3ccccc3)CC2)C1 (centres undefined)	97	96	104[fluorescence artefact?]	102	-3	-12	-6	13	1.3
COc1ccc2c(Cl)c(-c3nnc(SCC(N)=O)n3C)sc2c1	97	97	105[fluorescence artefact?]	95	8	0	0	4	1.2
COc1ccc(S(=O)(=O)CCC(=O)N2CC(=O)N(CCc3ccccc3)C(=O)C2)cc1	96	86	101[fluorescence artefact?]	90	-4	-2	0	-4	1.2
N#Cc1nc(-c2ccco2)oc1NCCN1CCOCC1	105	95	111	89	-5	1	-6	-2	0.9
O=S(=O)(Nc1nc2c(s1)CCCC2)c1ccc2ccccc2c1	98	102	78	97	8	0	-3	-2	1
CC(C)(C)CC(=O)NCc1ccc(F)cc1	100	110	105	102	2	-7	-11	-1	1.1
COc1ccc(C(c2sc3ncnn3c2O)N2CC(C)OC(C)C2)cc1OC (centres undefined)	88	97	108	29*	10	0	-4[fluorescence artefact?]	.	1.2
Cn1c(=O)c2c(nc(Br)n2CCc2ccccc2)n(C)c1=O	96	76	105	97	6	-2[fluorescence artefact?]	4	-4	1.1
CCS/C(N)=N/N=C/c1cc(C)ccc1O	94	47	97	90	-2	-6	-7	-4	1
CC(=O)Nc1nonc1-c1nc2ccccc2n1Cc1ccccn1	94	84	126	95	3	0[fluorescence artefact?]	-5	-2	1.2
O=C(CSc1nccn1-c1ccc(Cl)cc1)Nc1ccc2c(c1)OCO2	99	111	88	102	-10	4	7[fluorescence artefact?]	-2	1.3
O=C(NCCCO)c1nnc(Cc2c(F)cccc2Cl)o1	93	104	99	101	-2	-10	-8	-2	1.2
COC(=O)CSc1nnc(-c2cccnc2)n1-c1cc(OC)cc(OC)c1	101	105	85[fluorescence artefact?]	103	-3	8	15	-4	1.1
Cc1cc2c(c(=O)n1C1CC1)C(c1cccc(Cl)c1)C(C#N)=C(N)O2 (centres undefined)	95	80	108	96	3	-5	-7	-4	1.1
CNC(=O)CN(C#N)c1nc(N(C)C)nc(N(C)C)n1	99	80	100	84	9	-10	-18	.	1.1
CCOC(=O)c1ccc(-n2c(=S)sc3c(=O)[nH]c(C)nc32)cc1	97	94	84	100	-2	3	-3	-1	1.2
CCC(=O)N(CCc1ccccc1)Cc1cc2cc3c(cc2[nH]c1=O)OCO3	91	77	78	85	-7	11	-6	.	1
O=C(NCc1ccco1)c1ccc(Cn2c(=O)c3sccc3n(Cc3cccc(F)c3)c2=O)cc1	98	52	142[fluorescence artefact?]	90	-6	57*[fluorescence artefact?]	25[fluorescence artefact?]	-4	.
COc1ccc(C2CC(=O)c3cnc(N)nc3C2)c(OC)c1 (centres undefined)	99	80	110	92	-6	6	-3	-4	1.1
C=C(C)Cc1c(C)c(C#N)c2nc3ccccc3n2c1N1CCCCC1	80	54	100	89	16	3	1	3	1.2

By substructure: the entries above containing bromine
SMILES	Lung fibro prol	H69AR growth 86K	ERa SRC1 pot	HUVEC prolif 384	Smad3 FoxH1 inh	ERa SRC1 inh	ERb coact inh	CD11b adhes enh	MT1-MMP txn act
CCSc1nnc2c(n1)OC=Nc1ccc(Br)cc1-2	102	89	118[fluorescence artefact?]	101	12	-4	-4	5	1.1
Cn1c(=O)c2c(nc(Br)n2CCc2ccccc2)n(C)c1=O	96	76	105	97	6	-2[fluorescence artefact?]	4	-4	1.1

Continued.
SMILES	Lung fibro prol	H69AR growth 86K	ERa SRC1 pot	HUVEC prolif 384	Smad3 FoxH1 inh	ERa SRC1 inh	ERb coact inh	CD11b adhes enh	MT1-MMP txn act
O=C1CC(N2CCC(c3nc4ccccc4o3)CC2)C(=O)N1c1ccc(Cl)c(C(F)(F)F)c1 (centres undefined)	100	91	93	83	1	-14	-13	-1	1.1
O=C(COC(=O)c1n[nH]c2ccccc12)NC(=O)NC1CCCCC1	97	85	117	79	-7	28	28	-2	1.1
CCOC(=O)N1CCN(S(=O)(=O)c2ccc(F)c(C(=O)Nc3cc(C)cc(C)c3)c2)CC1	94	48	101	78	3	-4	-3	2	1
CSc1nc2[nH]c3c(c2c2ncnn12)CCCC3	82	42	106	72	-9	-8	-3	0	1.1
CCOC(=O)c1c(NC(=O)CSc2nnc(C)s2)sc2c1CCC(C)C2 (centres undefined)	95	44	101	94	5	-4	-11	.	1.2
Cc1cc(=O)n2nc(-c3ccc(C(F)(F)F)cc3)sc2n1	112	92	107[fluorescence artefact?]	92	4	5[fluorescence artefact?]	-6[fluorescence artefact?]	-2	1.6
Cc1cc(C)c(-c2c(O)c3cccc4c3n(c2=O)CCC4)c(C)c1	94	108	73	103	-20	39	14[fluorescence artefact?]	.	1.2
O=C1C2C3C=CC(C3)C2C(=O)N1c1ccccc1 (centres undefined)	97	92	110	109	6	-2	-10	-2	1.1
COCCCNC(=O)c1ccc2c(=O)n(CC3CCCO3)c(=S)[nH]c2c1 (centres undefined)	104	85	105	97	-1	-1	0[fluorescence artefact?]	.	1.1
CC(Sc1ccc(Cl)cc1)C(=O)Nc1ccc2c(c1)OCO2 (centres undefined)	103	97	93	94	4	10	-10	.	1.3
CC(=O)c1oc2ccccc2c1N	96	.	110	86	9	-6	6	3	1.1
CCOCCCNC(=O)c1cc2c(-c3ccc(Cl)cc3)nn(C)c2s1	78	58	85	62	-1	28[fluorescence artefact?]	15	-5	1.3
O=C(O)CN(c1ccccn1)S(=O)(=O)c1ccc(Cl)cc1	100	101	106	100	13	4	2	-6	1.2

Only ERb coact inh, Lung fibro prol and CD11b adhes enh (two entries from above):
structure	ERb coact inh	Lung fibro prol	CD11b adhes enh
Cc1cc(=O)n2nc(-c3ccc(C(F)(F)F)cc3)sc2n1	-6[fluorescence artefact?]	112	-2
Cc1cc(C)c(-c2c(O)c3cccc4c3n(c2=O)CCC4)c(C)c1	14[fluorescence artefact?]	94	.

The list is partial (hit frequency here may not be typical).
